From PubChem
Peg3 prom inh = reduces Peg3 promoter-driven luciferase expression in HeLa; inhibition, % at 20 µM; HeLa PEG-Prom luciferase reporter, luminescence, overnight; 360,000 compounds, 1.7% hits;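 active means inhibition of at least 50% at 20 µM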
NR2E3 ag-1 = human photoreceptor-specific nuclear receptor agonism; CHO-S Gal4-NCOR/VP16-NR2E3 two-hybrid, luciferase; inhibition of corepressor binding, % at 3.98 µM; 360,000 compounds, 0.35% hits; AID 602229;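 active means inhibition above the mean of all tested compounds plus 3 SD, cut at about 70% in these data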;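 further: 0% = DMSO with NR2E3 transfected cells and 100% = cells lacking NR2E3 construct; higher means lower luciferase signal from less NR2E3 corepressor binding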
Target sequence (Q9Y5X4 whole entry, looked up, the tested form may be a part): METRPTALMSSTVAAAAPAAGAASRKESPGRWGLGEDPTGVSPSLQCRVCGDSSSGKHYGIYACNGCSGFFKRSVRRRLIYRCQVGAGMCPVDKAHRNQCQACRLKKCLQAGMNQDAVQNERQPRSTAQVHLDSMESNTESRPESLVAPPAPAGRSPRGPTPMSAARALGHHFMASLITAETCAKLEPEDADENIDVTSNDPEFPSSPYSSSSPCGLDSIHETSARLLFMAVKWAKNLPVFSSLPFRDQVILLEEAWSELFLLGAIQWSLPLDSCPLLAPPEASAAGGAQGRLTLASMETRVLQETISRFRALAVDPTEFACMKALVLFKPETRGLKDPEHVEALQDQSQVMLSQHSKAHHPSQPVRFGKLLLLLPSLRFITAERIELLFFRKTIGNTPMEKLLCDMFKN
m5-HT2A agonist = activates the mouse 5-HT2A serotonin receptor; CHO-K1 mHTR2A beta-arrestin complementation, luminescence; percent of 30 µM serotonin response; activation, % at 7.6 µM; 360,000 compounds, 0.66% hits; AID 624169;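 active means activation above a run cutoff, the mean activation of all tested compounds plus 3 SD, cut at about 14% in these data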;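 further: 0% = plate median of compound wells and 100% = 30 µM serotonin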
Target sequence (P35363 whole entry, looked up): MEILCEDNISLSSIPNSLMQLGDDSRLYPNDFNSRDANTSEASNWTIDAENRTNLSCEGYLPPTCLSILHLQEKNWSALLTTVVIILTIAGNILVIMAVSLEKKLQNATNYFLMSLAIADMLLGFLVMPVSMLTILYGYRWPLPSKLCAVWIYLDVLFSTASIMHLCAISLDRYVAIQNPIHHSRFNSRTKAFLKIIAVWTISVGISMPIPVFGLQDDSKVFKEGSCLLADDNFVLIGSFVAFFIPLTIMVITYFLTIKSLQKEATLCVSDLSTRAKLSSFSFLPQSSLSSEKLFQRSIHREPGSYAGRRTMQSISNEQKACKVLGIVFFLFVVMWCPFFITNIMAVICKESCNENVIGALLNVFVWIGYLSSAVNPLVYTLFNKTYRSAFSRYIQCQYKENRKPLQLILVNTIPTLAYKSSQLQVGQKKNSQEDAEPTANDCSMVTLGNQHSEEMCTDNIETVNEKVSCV
TRPM1 prom inh = inhibitors of MITF-driven TRPM1 promoter in melanoma cells. SK-MEL-5 TRPM1 promoter luciferase, 24 h. inhibition, % at 12.5 µM. 330,000 compounds, 0.83% hits;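 active means mean inhibition across replicates of 60% or more, whatever share of single replicates reaches that level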; further: values of inactives mirror those of a sister screen read the other way
HIF-2a inh = inhibitors of HIF-2a | 786-0 RCC cells HIF-2a reporter, luciferase luminescence, overnight | inhibition, % at 18.8 µM | AID 624352 | 360,000 compounds, 0.72% hits;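 active means inhibition of the luminescence signal of 40% or more relative to plate controls, in a single-dose primary screen at 18.75 µM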
Shn3 3UTR inh = Schnurri-3 reporter inhibition in Clone20 osteoblasts; inhibition, % at 12.5 µM; AID 588674; 360,000 compounds, 0.52% hits; Clone20 osteoblast Shn3 3'UTR firefly luciferase, 24 h;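 active means mean inhibition of at least 75% with every replicate also reaching 75%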;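 further: 0% = median of neutral control wells and 100% = pilot-screen positive control compound; some compounds past the cut are filed as inactive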
NR2E3 ag-2 = agonists of human nuclear receptor NR2E3; Q9Y5X4; 320,000 compounds, 0.12% hits; GST-NR2E3/biotin-RetCOR TR-FRET, 1536-well; inhibition of corepressor binding, % at 4.78 µM; AID 2300;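 active means percent inhibition above the cutoff of mean plus 3 SD of all tested compounds, set per screening campaign, cut at about 20% in these data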;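 further: 0% = DMSO wells and 100% = biotin wells as full block of FRET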
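Material: NR2E3–RetCOR corepressor complex / Incubation: Compound–protein incubation for 5 h at 4 °C / Dosing: compound at 4.8 µM, single dose / Detection: time-resolved FRET / Benchmarks: high control biotin, low control 0.6% DMSO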
CaV13 FRET inh = Primary screen for inhibitors of IQ motif and Ca2+-dependent inactivation inhibitor domain binding in CACNA1D, Förster resonance energy transfer in living cells, …; 340,000 compounds, 0.098% hits; AID 743397; inhibition, % at 12.3 µM; HEK cells, CFP/YFP FRET ICDI-IQ, plate reader, 10 min; percent FRET-ratio fall versus neutral wells;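 active means mean replicate inhibition of at least 30% and at least 1% of replicates passing that level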;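 further: 0% = median of the neutral control wells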
PDI inh = blocks human protein disulfide isomerase activity. 350,000 compounds, 0.052% hits. P07237. PDI insulin aggregation turbidity, A650, 90 min. inhibition, % at 10 µM;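 active means mean inhibition across replicates of 30% or more, whatever share of single replicates reach that level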;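 further: absorbance from insulin aggregation driven by PDI reduction with DTT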
Cardio protect = protects H9c2 cardiomyocytes from peroxide injury; H2O2 injury protection, ATPLite, 2 h; protection from H2O2 cell death, % at 20 µM; 360,000 compounds, 0.63% hits;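 active means compounds giving at least 50% protection of heart cells from peroxide-induced death in the single-dose screen, raw or plate-pattern-corrected value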;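 further: 0% = DMSO wells with peroxide and 100% = DMSO wells without peroxide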
hiPSC survival = hiPSC single-cell survival enhancement | survival enhancement, % at 20 µM | 360,000 compounds, 0.044% hits | AID 602274 | ATPlite luminescence; 100% = ROCK inhibitor wells, 0% = DMSO; in the data active means survival enhancement above about 18%;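 further: cells exposed to compounds for 16 hours before the ATP read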
* marks the source's active call; other numbers are inactive results; . = no result given. Compounds were not picked by outcome, and some 3.9% of all compounds hit somewhere here.

SMILES	Peg3 prom inh	NR2E3 ag-1	m5-HT2A agonist	TRPM1 prom inh	HIF-2a inh	Shn3 3UTR inh	NR2E3 ag-2	CaV13 FRET inh	PDI inh	Cardio protect	hiPSC survival
O=C(NCCCn1ccnc1)c1noc2c1CCCC2	6	-2	0	12	-3	-16	2	-5	-2	0	0.1
CC1(C)Cc2c(sc3[nH]c(=O)n(CC(=O)NCC4CCCO4)c(=O)c23)CO1 (configuration not stated)	-12	-30	4	0	2	-5	0	-4	2	-1	-0.5
CN1CCN(c2ccccc2NC(=O)Cc2cn(C)c3ccccc23)CC1	7	-18	-6	5	20	4	-1	-6	2	7	-0.2
CC(C)OC(=O)c1nnc(-c2ccccc2)nc1OC(C)C	25	-18	0	19	9	7	0	.	7	12	0.6
Cn1cnnc1Sc1cc(N2CCN(S(=O)(=O)c3ccc(Cl)c(Cl)c3)CC2)ccc1[N+](=O)[O-]	14	36	-2	27	20	14	2	.	-15	-8	2.4
CCOC(=O)c1cnc2[nH]c3ccccc3n2c1=O	-66	-94	4	-43	-144	-31	3	-7	-3	-2	-2.3
CSc1ccccc1NC(=O)CN1CC(C)OC(C)C1 (configuration not stated)	28	-1	-1	2	8	-14	2	-7	5	-4	3.0
Cc1cc2c(=O)n(C)c(SCC(=O)c3cc4ccccc4o3)nc2s1	7	4	1	14	8	2	3	-12	-5	6	1.4
O=C(O)/C=C/C(=O)OC1CC2CCC1C2 (configuration not stated)	5	-28	7	-12	18	16	-1	-2	1	5	-0.3
Cc1cccc(NC2=C(Cl)C(=O)OC2NC(=O)c2ccccc2)c1 (configuration not stated)	7	2	0	6	12	4	4	.	16	0	-0.3
CC1CN(C(=O)c2ccccc2)c2ccccc2NC1=O (configuration not stated)	8	7	2	5	7	-5	-2	-4	-4	6	-0.3
CC(C)N(C(=O)CN1CCN(S(=O)(=O)c2ccc(Br)s2)CC1)C(C)C	7	3	-1	-11	7	8	3	-2	-1	-1	1.2
CSc1ccc(C2CC(=O)Nc3nc(SC)[nH]c(=O)c32)cc1 (configuration not stated)	10	-33	-2	-10	13	3	4	-4	-6	4	-1.4
Cc1ccc(S(=O)(=O)NCC2NCCc3ccccc32)cc1 (configuration not stated)	-25	-13	-7	-8	-51	-1	0	-5	-3	2	-0.6
CCC(C)(C)n1nnnc1C(c1ccc(O)c(OC)c1)N1CCN(c2nc3ccccc3s2)CC1 (configuration not stated)	-10	13	24*	13	-4	4	-1	0	14	13	2.5
Cc1ccc(CNC(=O)Nc2cccs2)cc1	-200	-47	-6	-40	-160	-61	2	-5	-21	-13	2.3
COc1cc(C2OC(c3cc(OC)c(OC)c(OC)c3)C(C)C2C)cc(OC)c1OC (configuration not stated)	9	-4	3	15	12	0	2	.	.	-4	1.0
Cn1cccc1C(=O)NC(=O)CSc1nc2ccccc2s1	5	-13	0	17	-13	15	0	-4	-1	-8	-4.3
Cc1ccc(C(=O)c2cc(C)sc2N)cc1	-19	-27	-6	-5	-38	6	4	-3	3	-4	1.8
Cc1ccc(Sc2nnc(Cc3ccccc3)c3ccccc23)cc1	21	5	-4	9	6	6	4	-5	2	13	-2.1
C=CCn1c(O)c(N=NC(=O)CNC(=O)c2ccco2)c2ccccc21	0	-4	0	24	18	4	1	-8	3	9	3.2
O=C(NCCCN1CCOCC1)C(C(=O)c1ccccc1)n1ccccc1=O (configuration not stated)	12	-13	3	16	25	-25	0	-3	5	-2	2.3
CC(=O)Oc1ccc(N2C(=O)[C@@H]3[C@H](C2=O)[C@H]2c4ccccc4C=NN2[C@@H]3C(C)=O)cc1	-5	-12	2	-12	2	-14	0	-6	2	2	-0.4
Cc1noc(C)c1C(=O)Nc1sccc1C(N)=O	-11	14	6	2	-1	-19	.	-4	-6	12	-1.5
Cn1ccsc1=NC(=O)c1ccc([N+](=O)[O-])o1	0	-5	0	45	-38	-12	2	-3	15	2	-0.2
COc1ccc(-c2oc3c(c2C(=O)OCCO)C(OCCCO)CCC3)cc1 (configuration not stated)	.	-2	2	.	4	.	.	-9	.	.	0.3
Cc1ccc(S(=O)(=O)Nc2ccccc2CNc2ncc(Br)cc2Br)cc1	11	-23	-2	2	13	26	4	-6	-2	-12	0.0
O=C(CSc1ccsc1[N+](=O)[O-])NCCc1ccc(Cl)cc1	14	-2	-2	3	1	5	4	-3	-6	-2	-2.3
O=C(ONC1=NCCCCC1)c1cccc([N+](=O)[O-])c1	28	10	6	10	25	-16	0	-5	-7	-15	-2.4
Cc1cn([C@H]2C[C@H](O)[C@@H](/C=C/C(=O)NCc3ccccc3)O2)c(=O)[nH]c1=O	-4	-8	-3	.	5	5	.	-5	.	2	-1.2
COc1ccc(CCNC(=O)COC(=O)c2ccc([N+](=O)[O-])o2)cc1	7	-12	3	13	-2	-16	3	-5	-8	26	0.9
N#Cc1ccc(C(=O)OCC(=O)NC(=O)NC2CCCCC2)cc1	-10	-42	3	-11	-5	-4	0	-3	0	-6	-0.4
CC(C)C[C@H](NC(=O)OC(C)(C)C)C(=O)N[C@@H](CO)[C@H](O)[C@@H]1C[C@@H]1C(=O)NC1CC1	0	-22	4	5	9	9	1	-6	-2	2	-1.3
Cc1cc2nc(-c3ccco3)c(Cc3ccccc3C(F)(F)F)n2c(C)c1Br	.	-9	-6	.	-3	.	.	-5	.	.	-1.1
CN(C)Cc1nc2ccccc2c(=O)n1Cc1nc(C(C)(C)C)cs1	16	10	1	21	22	18	0	.	6	2	-0.1
Cc1c(C)c2c(OCC(=O)NCC(=O)NCC(=O)O)cc3c(c2oc1=O)CCC(C)(C)O3	1	-17	5	12	20	-34	1	-3	1	3	0.2
Cc1ccc(SCc2ccc(C(=O)Nc3ccccc3Br)cc2)cc1	-3	-96	0	-13	-21	14	-1	-3	-7	-10	-1.3
CC(C)CCN1CCN(Cc2cccn2-c2nccs2)CC1CCO (configuration not stated)	21	2	3	-3	18	-57	-3	-2	8	-6	-2.9
Cc1cccc(Sc2c([N+](=O)[O-])ncn2C)n1	-4	-1	-2	10	3	-3	1	-4	-5	0	-2.2
CCS(=O)(=O)N1Cc2ccccc2CC1C(=O)Nc1nc2ccccc2[nH]1 (configuration not stated)	-233	-28	1	-21	-235	-81	2	-8	2	-4	-0.5
COc1ccccc1-n1nc(C(=O)Nc2ccc3c(c2)OCO3)c2ccccc2c1=O	1	10	0	-7	13	14	1	-4	-7	-1	-0.8
Cc1ccc(C#CC[N+](C)(C)CC#Cc2ccccc2)cc1	10	-6	-5	5	7	38	-1	-5	5	-12	0.0
Cn1c(C(=O)OC(C(=O)NC2CCCC2)c2ccncc2)cc2sccc21 (configuration not stated)	19	3	-1	0	13	10	-1	-4	12	0	-1.9
COc1cccc(CNC(=O)COC(=O)c2ccc(Cl)s2)c1	9	17	-1	3	7	6	.	-6	8	6	-0.9
CCOC(=O)CNc1ccc(OC(F)(F)F)cc1	2	5	-4	-2	13	-3	-1	-21	-4	5	-0.7
Cc1ccc2[nH]c(=O)c(CN(CCCN3CCOCC3)C(=O)Nc3ccc(Cl)cc3)cc2c1	22	-29	6	-4	-37	5	-2	-21	-6	50*	2.4
O=C(Nc1ccc2nn(-c3ccccc3)nc2c1)c1ccc(Br)o1	-75	-38	1	-31	-88	-2	-11	-9	6	-6	-2.2
CCC1(C)C2(C#N)C(N)=NC(OC)(OC)C12C#N (configuration not stated)	9	-12	2	4	18	11	0	-1	14	9	0.9
O=C1N(Cc2cccnc2)C[C@@H]2C[C@@H](c3ccccc3C#Cc3ccccc3)N3CCC[C@@]123	26	-5	0	4	31	20	1	1	-2	19	1.6
COCc1nnc(NC(=O)CCc2ccccc2)s1	-14	-8	1	10	-11	-4	-3	-6	-17	10	3.4
(more compounds)
SMILES	Peg3 prom inh	NR2E3 ag-1	m5-HT2A agonist	TRPM1 prom inh	HIF-2a inh	Shn3 3UTR inh	NR2E3 ag-2	CaV13 FRET inh	PDI inh	Cardio protect	hiPSC survival
O=[N+]([O-])c1ccccc1S(=O)(=O)NCc1ccc(F)cc1	3	-5	1	-6	-3	11	1	-4	2	6	0.5
O=C(c1cc2nc(-c3ccco3)cc(C(F)(F)F)n2n1)N1CCN(Cc2ccccc2)CC1	16	-17	-5	-1	14	14	3	.	-1	-5	-0.1
CC(NCC(=O)Nc1ccccc1C(=O)NC1CC1)c1ccc(F)cc1F (configuration not stated)	17	7	0	4	6	-10	3	-4	5	-6	-0.4
O=C(O)c1ccc(Cl)c(S(=O)(=O)Nc2ccccc2N2CCOCC2)c1	11	14	0	2	13	-6	0	-3	5	-4	-2.3
O=C(COc1ccccc1F)N1c2ccccc2CCc2ccccc21	29	3	-3	2	12	0	2	-4	4	-9	-1.3
CCOC(=O)CSc1nc(-c2ccc(OC)cc2)ns1	-20	-5	-3	0	18	31	0	-5	17	4	1.7
COc1ccccc1N1C(=N)S/C(=C\c2ccc(-c3ccccc3C(=O)O)o2)C1=O	1	-33	5	24	17	-5	-4	-2	7	4	-1.6
CC(C)C(=O)N(Cc1ccccc1)S(=O)(=O)c1ccc2c(c1)oc(=O)n2C	-17	-25	6	22	-23	-6	0	-8	-4	-2	0.1
CC(C)(C)n1nnnc1C(c1ccc(Cl)cc1)N1CCSCC1 (configuration not stated)	12	-9	-1	2	11	-8	1	-5	1	14	1.3
Cc1c(Br)c([N+](=O)[O-])nn1CC(=O)Nc1ccccn1	-2	5	4	5	2	8	-1	-14	3	12	-0.7
CCOc1ccccc1C(=O)NCCc1cnc[nH]1	3	6	7	1	8	-16	0	-19	21	1	0.4
COCCN(C(=S)Nc1ccc(C)cc1)C(C)c1cccnc1 (configuration not stated)	-9	-7	3	-2	-21	5	-1	-2	-2	-2	0.1
Cc1ccc(C(=O)Nc2ccc3c(c2)OCO3)cc1	-40	-135	-3	-4	-81	6	3	-4	-2	-24	-3.8
Cc1ccc(NC(=S)c2ccccc2)cc1	-218	-144	0	-79	-235	-87	-1	-4	0	-4	1.3
COc1ccc(-c2oc3cccnc3c2/C=C/c2ccc(OC)c(OC)c2)cc1	-104	-11	-2	-40	-124	-36	1	-7	7	3	1.0
CC(=O)NCCc1nc2cc(NC(=O)c3ccccc3Cl)ccc2n1C	-31	-38	1	-33	-139	-12	.	-4	5	2	-0.3

Nothing new here: an excerpt of the list.
SMILES	Peg3 prom inh	NR2E3 ag-1	m5-HT2A agonist	TRPM1 prom inh	HIF-2a inh	Shn3 3UTR inh	NR2E3 ag-2	CaV13 FRET inh	PDI inh	Cardio protect	hiPSC survival
Cc1ccc(NC(=S)c2ccccc2)cc1	-218	-144	0	-79	-235	-87	-1	-4	0	-4	1.3
COc1ccc(-c2oc3cccnc3c2/C=C/c2ccc(OC)c(OC)c2)cc1	-104	-11	-2	-40	-124	-36	1	-7	7	3	1.0
CC(=O)NCCc1nc2cc(NC(=O)c3ccccc3Cl)ccc2n1C	-31	-38	1	-33	-139	-12	.	-4	5	2	-0.3
